# Bioassay records as filed in PubChem.
# GLP-1R inv ag – inverse agonists of human GLP-1 receptor. P43220. HEK293 GLP-1R CRE-luciferase, luminescence, 24 h; GLP-1R form is constitutively active. Potency, µM (top dose mostly 38.3 µM), without a hit: at the highest dose activity change, negative = inhibition, usual class: inhibitors. 410,000 tested, 1.6% active. AID 624417; also: potency is read from the fitted curve at half-maximal effect; % is scaled to controls: 0 for no effect and ±100 for the full control effect; nearly all actives have a fitted effect of over 55% in size
#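 GLP-1R inverse agonism mode: basal reporter luminescence in engineered HEK293 cells measured after one day of compound exposure at 37 deg C, with a 12 min room-temperature detection step.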
# IL-2 act – activators of IL-2 | IL-2 activation reporter assay, cell-based qHTS; stimulated with anti-CD3/CD4/CD28 beads; in transgenic mouse T cells | activation, % (series mostly up to about 46 µM) | 360,000 tested, 0.065% active; in the data active = activation above about 50%; inconclusive = mostly about 30% to 49%; also: 0% is about no effect
#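 Screening format: compound pinned onto unstimulated transgenic mouse T cells, 60 min incubation, then anti-CD3/anti-CD4/anti-CD28 bead stimulation for 18 hours at 37 degrees C, followed by EGFP and DsRed detection.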
# GLP1R ag – agonists of human GLP-1 receptor; P43220; HEK293 GLP-1R CRE-luciferase, luminescence, 4-6 h; cells express a hypersensitive GLP-1R form; Potency, µM (top dose mostly 45.6 µM), inactives show top-dose activation, actives largely listed as activators; 380,000 tested, 0.007% active; also: potency is read from the fitted curve at half-maximal effect; % of control where 0% means no effect
# PI5P4Ka inh – PI5P4K alpha (human) kinase inhibition. P48426. AID 652105. max response, %. 330,000 tested, 1.2% active. PI5P4Kalpha enzyme, ADP-Glo luminescence, 60 min; active compounds read low; active = max response of -50% or lower; inconclusive = between -30% and -50%; inactive = -30% or higher; also: value at the top dose of about 77 µM; % is scaled to controls: 0 for no effect and ±100 for the full control effect
#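 Single end-point luminescence (ADP-Glo) quantified ADP from PI5P4Kalpha turnover; ATP 5 microM final, 1 h at RT, 0.1% CHAPS and 0.28 mM EGTA in HEPES pH 7.4.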
# EPAC1 antag – EPAC1 (human) antagonism; O95398; EPAC1 GEF assay, Rap1b-BODIPY-GDP exchange fluorescence; Potency, µM (highest dose often 115 µM), inactives show top-dose activity change, negative = inhibition, actives largely listed as inhibitors; 360,000 tested, 0.14% active;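 also: potency is read from the fitted curve at half-maximal effect; plate controls were vehicle for no effect and positive control for full effect; nearly all actives have a fitted effect of over 50% in size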
# Target sequence (O95398 whole entry, looked up): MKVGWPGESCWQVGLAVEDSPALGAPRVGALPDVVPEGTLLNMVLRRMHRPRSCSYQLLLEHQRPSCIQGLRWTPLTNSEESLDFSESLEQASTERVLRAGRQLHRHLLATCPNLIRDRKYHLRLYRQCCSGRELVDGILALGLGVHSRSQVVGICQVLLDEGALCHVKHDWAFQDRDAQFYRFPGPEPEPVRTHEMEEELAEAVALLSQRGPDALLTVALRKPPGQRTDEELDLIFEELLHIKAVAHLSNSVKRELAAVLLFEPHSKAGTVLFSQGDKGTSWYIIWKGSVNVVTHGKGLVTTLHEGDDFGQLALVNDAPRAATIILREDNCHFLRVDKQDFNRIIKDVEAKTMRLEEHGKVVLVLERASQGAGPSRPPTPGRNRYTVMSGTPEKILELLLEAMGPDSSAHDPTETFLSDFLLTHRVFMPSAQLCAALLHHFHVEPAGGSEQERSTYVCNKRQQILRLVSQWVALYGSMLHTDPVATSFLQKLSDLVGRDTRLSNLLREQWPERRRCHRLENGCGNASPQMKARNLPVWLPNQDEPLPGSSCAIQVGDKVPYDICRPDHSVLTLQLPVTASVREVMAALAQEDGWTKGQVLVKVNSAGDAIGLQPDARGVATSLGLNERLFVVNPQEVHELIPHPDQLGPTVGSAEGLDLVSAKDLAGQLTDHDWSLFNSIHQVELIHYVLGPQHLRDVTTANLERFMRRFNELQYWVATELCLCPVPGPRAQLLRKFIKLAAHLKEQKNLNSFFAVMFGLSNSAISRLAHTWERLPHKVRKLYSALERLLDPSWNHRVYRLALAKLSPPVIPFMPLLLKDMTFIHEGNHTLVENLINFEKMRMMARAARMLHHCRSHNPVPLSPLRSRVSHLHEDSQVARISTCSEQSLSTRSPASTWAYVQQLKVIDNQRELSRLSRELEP
# EPAC1 ag – agonists of human EPAC1 | 360,000 tested, 0.073% active | AID 720707 | Potency, µM (top dose mostly 154 µM), for the others: top-dose activation, most hits filed as activators | O95398 | EPAC1 agonist qHTS, biochemical assay; response scale: 100% = response to 6.5 mM cAMP; also: potency is read from the fitted curve at half-maximal effect; nearly all actives have a fitted effect of over 60% in size
#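 Nucleotide exchange by EPAC1 (100 nM) on Rap1B–BODIPY-GDP (250 nM) in the presence of 50 uM GDP is tracked fluorescently at 480/540 nm over 30 min. Signals are normalized to a 6.5 mM cAMP control.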
# PTHR1 ag – activates the human parathyroid hormone receptor PTHR1 | Q03431 | HEK293 GP2 PTHR1 cells, GloSensor cAMP luminescence, 1 h | Potency, µM (titrated, usually from 115 µM), for the others: at the highest dose activation, actives largely listed as activators | 410,000 tested, 0.075% active | AID 743266; also: potency is read from the fitted curve at half-maximal effect; nearly all actives have a fitted effect of over 55% in size; some results filed as inactive show a strong effect at the top dose; inactives centre near -15; many of its hits are not listed in these tables
#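 HEK-293-derived GP2 cells expressing PTHR1 and a GloSensor cAMP reporter, 3,000/well, plated overnight, given luciferin plus IBMX (each 0.5 mM as added) for 1 h at 37 °C, then compound for 1 h at 37 °C. Luminescence was read after 15 min at room temperature.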
# PLK1 PBD inh – PLK1 (human) polo-box domain binding inhibition. Potency, µM, for the others: max response, negative = inhibition, hits mostly inhibitors. P53350. 360,000 tested, 2.8% active. AID 720504. Plk1 PBD binding of FITC phosphopeptide, fluorescence polarization; also: potency is read from the fitted curve at half-maximal effect; series mostly up to about 57 µM; % is scaled to controls: 0 for no effect and ±100 for the full control effect; nearly all actives have a fitted effect of over 65% in size
# GLP1R cytotox – cytotoxicity counter-screen for GLP-1 receptor inverse agonists; Potency, µM (highest dose often 38.3 µM), for the others: at the highest dose activity change, negative = inhibition, most hits filed as inhibitors; AID 624418; 410,000 tested, 0.13% active; HEK293 cAMP-luciferase reporter cells, luminescence, 24 h;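 also: loss of luciferase light is scored as toxicity; potency is read from the fitted curve at half-maximal effect; % is scaled to controls: 0 for no effect and ±100 for the full control effect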
#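 Here, cytotoxicity is scored as loss of luminescence. The MLSMR collection was tested on cells seeded in medium containing 10% Nu serum, with a 24 hr compound exposure preceded by 12 hours of culture.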
# An asterisk follows results filed as active; i = inactive; u = inconclusive; x = not tested or not shown; & = joins results of further samples; [ ] = another dose, or the depositor's remark. Unless noted, calls follow the shape of the dose curve; as a rule, active = well fitted curve in the direction sought with a large enough effect; inconclusive = small, poorly fitted or top-dose-only effect, or another doubt; inactive = no such curve, though single readings can be large; an effect the other way counts as inactive or inconclusive. Some of the compounds tested; count on the stated rates, not on these rows.
SMILES,GLP-1R inv ag,IL-2 act,GLP1R ag,PI5P4Ka inh,EPAC1 antag,EPAC1 ag,PTHR1 ag,PLK1 PBD inh,GLP1R cytotox
COC(=O)C1=C(c2ccc(OC(F)(F)F)cc2)C[C@@H]2CC[C@H]1N2C(=O)N1CCCCC1,6%,-3.5,13%,1,-15%,x,-49%[inhibitor],-15%,-24%
C=CCn1c(O)c(C(CC)=Nc2ccc(C(=O)O)cc2)c(=O)[nH]c1=O,-8%,3.1,0%,u,-8%,11%,i,-3%,-15%
CCc1ccc(CNCCc2ccc(F)cc2)cc1,-23%,0.7,9%,-2,-5%,-3%,-12%,1%,-3%
O=c1[nH]c(=S)[nH]c(O)c1N=Nc1ccc(SC(F)F)cc1,u,3.6,5%,-57*,15%,11%,-82%[inhibitor],11µM*,-25%
COC(=O)C1=C(c2ccc(S(C)(=O)=O)cc2)C[C@@H]2CC[C@H]1N2C(=O)NCCNC(C)=O,13%,-3.2,-2%,-7,7%,7%,-8%,-4%,u
COc1ccc(C(CN(C)C)C2(O)CCCCC2)cc1 (stereo not given),13%,1.7,-4%&15%,3,1%,-9%,-4%,1%,-10%
Oc1ccc(Cl)c(Cl)c1Cl,1%,-0.5,23%,19,-1%,-15%,-45%[inhibitor],-4%,5%
O=C(CCN1CCCCC1)Nc1ccc(Br)cc1C(=O)c1ccccc1,u,0.2,28%,-1,-16%,6%,-17%,0%,-26%
Cc1ccc(N2C(=O)NC(=O)/C(=C\C=C\c3ccco3)C2=O)cc1C,u,4.4,-23%,u,56µM*,-14%,-52%[inhibitor],1.5µM*,u
O=C1NC(=O)C(=Cc2ccc(OCCOc3ccc([N+](=O)[O-])cc3)cc2)C(=O)N1,u,-2.7,-12%,-63*,u,7%,-80%[inhibitor],2.7µM*,-13%
COC(=O)C1=C(c2cccc(C#N)c2)C[C@@H]2CC[C@H]1N2C(=O)NCc1cccc2ccccc12,u,4.0,-7%,-2,-3%,0%,-12%,-5%,-1%
CCOc1ccc(-n2c(O)c(C=NCCN3CCNCC3)c(=O)[nH]c2=O)cc1,24%,1.9,24%,x,-5%,-7%,i,-1%,2%
O=C(COC(=O)c1ccc(O)cc1)Nc1ccc(Cl)cc1C(=O)c1ccccc1,u,7.2,11%,-16,-21%,18%,-18%,-10%,0%
O=C(NC(=S)N1C[C@H]2C[C@H](C1)c1cccc(=O)n1C2)c1ccc(F)cc1,-9%,0.3,10%,6,-20%,-10%,-23%,-9%,-3%
CC1(C)CN=C(NCc2ccccc2)S1,0%,-1.6,4%,10,-10%,0%,-9%,-7%,-6%
Cn1c(O)c(/C=C2\C=Nc3ccc(Br)cc32)c(=O)n(C)c1=O,-3%,-0.1,5%,-3,19%,-1%,i,-13%,-6%
COC(=O)C1=C(c2ccc(-c3ccccc3)c(F)c2)C[C@@H]2CC[C@H]1N2C(=O)NCc1cccc2ccccc12,u,0.0,11%,6,-9%,8%,7%,-22%,1%
CC1CCC(NC(=O)CN2CCN(S(=O)(=O)c3ccc(Br)s3)CC2)CC1 (stereo not given),10µM*,-0.9,-1%,0,0%,-5%,i,4%,u
CCn1cc(C(=O)NCc2ccccc2)c2ccccc21,u,0.6,0%,-2,0%,-3%,i,-15%,-3%
COc1cc2c(c(OC)c1OC)-c1ccc(O)c(=O)cc1C(NC(C)=O)CC2 (stereo not given),-52%,1.0,28%,2,-11%,1%,i,-6%,-36%
Clc1ccc(C(c2ccccc2)c2ncc[nH]2)cc1 (stereo not given),1%,-0.1,-1%,-4,-2%,-7%,-19%,-9%,-9%
COc1cc2oc(=O)c(CC(=O)N3C[C@H]4C[C@@H](C3)c3cccc(=O)n3C4)c(C)c2cc1Cl,-5%,-0.1,0%,2,-4%,-13%,-40%,-15%,0%
C=CCn1c(O)c(C(C)=NCCCN(C)C)c(=O)[nH]c1=O,-3%,1.1,-3%,7,-15%,5%,-6%,-11%,7%
CC(C)(C)C(=O)c1cn(Cc2ccccc2)c2ccccc12,u,-0.7,10%,8,-8%,0%,-5%,-7%,8%
CCn1c(=O)c2cc(C(=O)NCCN(C)C)sc2c2ccccc21,u,0.2,17%,1,-14%,0%,i,-9%,u
# Continued:
SMILES,GLP-1R inv ag,IL-2 act,GLP1R ag,PI5P4Ka inh,EPAC1 antag,EPAC1 ag,PTHR1 ag,PLK1 PBD inh,GLP1R cytotox
C=C(CN(C)C)C(=O)c1ccc(C)cc1C,u,-6.2,-13%,7,5%,13%,-4%,2.7µM*,10µM*
NCC1(c2ccc3c(c2)OCCO3)CCCC1,11%,-2.4,0%,5,-1%,-8%,-22%,-13%,-4%
CC1C(c2ccccc2)OCCN1C (stereo not given),8%,-6.7,2%,1,14%,0%,-3%,4%,-5%
CC1=C(/C=C/c2ccccc2)CCN(C)C1,-19%,-4.5,5%,x,13%,25%,i,-9%,1%
O=c1[nH]c(CN2CC=C(c3ccccc3)CC2)nc2scc(-c3ccccc3)c12,u,-0.5,-4%,-2,3%,5%,i,-2%,-17%
COC(=O)C(O)(c1ccc(N(C)C)cc1)C(F)(F)F (stereo not given),12%,-0.4,-7%,0,-6%,-2%,-5%,-4%,5%
NC(=O)c1c(NC(=O)c2ccc(S(=O)(=O)N(CCCl)CCCl)cc2)sc2c1CCCCC2,9%,1.3,-6%,4,7%,5%,i,0%,-7%
O=C1NC(=O)N(c2ccc(Cl)cc2)C(=O)/C1=C/c1coc2ccc(O)cc2c1=O,-2%,-0.3,-2%,-58*,-11%,1%,-13%,7.5µM*,3%
CCN(CCO)c1ccc(N=Cc2c(O)n(C)c(=S)[nH]c2=O)cc1,7%,0.5,29%,-16,-1%,-1%,-1%,20%,-4%
CCN1CCN(C(=O)COc2ccc(S(=O)(=O)NC(C)C)cc2)CC1,6%,1.3,-2%,x,12%,1%,i,-2%,-20%
CCOC(=O)[C@]12Cc3c(cc(OC)c(OC)c3OC)[C@H]1N(C(C)C)C(=O)c1cc(OC)ccc12,u,-0.7,-12%,-1,8%,-18%,-53%[inhibitor],u,-20%
COc1ccccc1OCCCn1cc(C(C)=O)c2ccccc21,-13%,-2.2,17%,0,-18%,5%,-26%,-10%,4%
CCOC(=O)c1nc2ccccc2c(=O)n1-c1ccc(C)cc1,u,-0.3,31%,4,-12%,5%,i,-10%,6%
O=C1NC(=S)SC1=Cc1ccc(N(CCCl)CCCl)cc1,9%,0.4,0%,-72*,-22%,18%,-27%,54%[activator],15%
COc1ccc(C2/C=C\CN(C(=O)Oc3ccc(C(F)(F)F)cc3)CC(=O)N2Cc2ccc(F)cc2)cc1 (stereo not given),u,0.4,1%,9,u,-12%,6%,-13%,5%
CCC(=NCCc1ccccc1)c1c(O)n(C2CCCCC2)c(=O)[nH]c1=O,-3%,-2.6,1%,-5,0%,0%,-15%[57.5 µM],-7%,6%
C[C@]12CC[C@H](O)CC1=CCC1C2CC[C@@]2(C)C1CC[C@@H]2OCc1ccccc1 (stereo not given in full),9%,-0.8,-10%,1,-1%,-1%,i,5%,0%
CC(C)(C)c1nc(N2CCN(C(=O)c3ccco3)CC2)c2nnn(Cc3ccccc3Cl)c2n1,u,-0.6,-10%,3,-12%,-14%,-26%,2%,-29%
c1ccc2c(c1)ccc1ncccc12,16%,-0.4,-7%,5,-5%,2%,u,-16%,20%
O=C(c1cc(=O)[nH]c2ccc(Br)cc12)N1CCC2(CC1)OCCO2,0%,-0.1,1%,3,-24%,3%,i,-16%,1%
Cc1cc(C)cc(NC2=NCCCS2)c1,12%,1.6,-6%,-4,-7%,-14%,15%,3%,-1%
O=c1[nH]c(=S)n(-c2ccc(Br)cc2)c(O)c1C=Nc1ccc(N2CCOCC2)cc1,9%,-3.2,8%,-26,0%,-17%,i,u,8%
C=CCn1c(O)c(/C=C2/C=CC=N2)c(=O)[nH]c1=O,-26%,-2.0,-3%,-15,-17%,6%,2%,u,u
NS(=O)(=O)c1ccc(N=Cc2c(O)n(C3CCCCC3)c(=O)n(C3CCCCC3)c2=O)cc1,u,-3.3,-2%,x,u,10%,-19%,5%,-22%

# Eight of the compounds above, bar-delimited.
smiles | GLP-1R inv ag | IL-2 act | GLP1R ag | PI5P4Ka inh | EPAC1 antag | EPAC1 ag | PTHR1 ag | PLK1 PBD inh | GLP1R cytotox
CCOC(=O)c1nc2ccccc2c(=O)n1-c1ccc(C)cc1 | u | -0.3 | 31% | 4 | -12% | 5% | i | -10% | 6%
O=C1NC(=S)SC1=Cc1ccc(N(CCCl)CCCl)cc1 | 9% | 0.4 | 0% | -72* | -22% | 18% | -27% | 54%[activator] | 15%
COc1ccc(C2/C=C\CN(C(=O)Oc3ccc(C(F)(F)F)cc3)CC(=O)N2Cc2ccc(F)cc2)cc1 (stereo not given) | u | 0.4 | 1% | 9 | u | -12% | 6% | -13% | 5%
CCC(=NCCc1ccccc1)c1c(O)n(C2CCCCC2)c(=O)[nH]c1=O | -3% | -2.6 | 1% | -5 | 0% | 0% | -15%[57.5 µM] | -7% | 6%
C[C@]12CC[C@H](O)CC1=CCC1C2CC[C@@]2(C)C1CC[C@@H]2OCc1ccccc1 (stereo not given in full) | 9% | -0.8 | -10% | 1 | -1% | -1% | i | 5% | 0%
CC(C)(C)c1nc(N2CCN(C(=O)c3ccco3)CC2)c2nnn(Cc3ccccc3Cl)c2n1 | u | -0.6 | -10% | 3 | -12% | -14% | -26% | 2% | -29%
c1ccc2c(c1)ccc1ncccc12 | 16% | -0.4 | -7% | 5 | -5% | 2% | u | -16% | 20%
O=C(c1cc(=O)[nH]c2ccc(Br)cc12)N1CCC2(CC1)OCCO2 | 0% | -0.1 | 1% | 3 | -24% | 3% | i | -16% | 1%
